# Yeast tox: Inhibits yeast growth, turbidity readout; S. cerevisiae wild-type growth, A595 turbidity, 16 h; growth inhibition, % at 25 µM (by protocol); 30,000 tested, 0.3% active;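 active = mutant and wild-type yeast strains alike exhibit over 30% growth inhibition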;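 also: 0% = untreated cell controls and 100% = YPD media blanks without cells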
#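 system = S. cerevisiae wild-type or eIF2Bepsilon-R284H mutant strain | buffer or medium = YPD medium | dosing = one dose, 25 µM compound, 0.2% DMSO | schedule = 16 h at 30 °C | measured by = A595 turbidity | evaluation = growth inhibition (%) versus cell controls and blanks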
# Yeast eIF2B: modulators of yeast eIF2B activity; AID 688; 27,000 tested, 0.91% active; inhibition, % at 25 µM (by protocol); S. cerevisiae eIF2B-epsilon R284H, GCN4-lacZ luminescence;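 active = mutant luminescence inhibited past about 50% while wild type luminescence and mutant growth stay under set limits, limit read from the data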; also: some compounds called inactive have numbers as strong as hits
#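 Times: 16 h growth with compound at 30 °C, 90 min Beta-Glo step; Assay system: yeast eIF2B-epsilon R284H mutant carrying GCN4–beta-galactosidase fusion; Measure: % inhibition of reporter signal and growth versus controls; Dosing: one concentration, 25 µM, 0.25% DMSO; Buffer or medium: YPD yeast growth medium; Measured by: Beta-Glo luminescence plus absorbance at 595 nm.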
# Yeast tox inhibition %: further read-out of Yeast tox, marked with its call; growth inhibition, %; S. cerevisiae eIF2Bepsilon-R284H mutant growth, A595 turbidity, 16 h;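 each compound tested once at 25 µM; 0% equals untreated cells and 100% equals cell-free medium blanks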
# Yeast eIF2B mutant toxicity: also measured in Yeast eIF2B; calls as there; growth inhibition, %; measured here: mutant yeast growth, toxicity;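 each compound tested once at 25 µM; zero equals untreated control growth and 100 equals blank medium absorbance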
# Numbers without * were called inactive; . = no result given. These rows are one share of the data; rates above refer to the full screens.
SMILES,Yeast tox,Yeast tox inhibition %,Yeast eIF2B,Yeast eIF2B mutant toxicity
Cc1nc2ccccc2c2c1C(=O)N(Cc1cccnc1)C2=O,13,8,.,.
COc1ccc(CNC(=O)CN(Cc2ccc(C)cc2)S(=O)(=O)c2ccc(Cl)cc2)cc1,5,11,23,11
COC(=O)c1ccc(Oc2nc(C(N)=O)cc(-c3ccccc3)n2)cc1,-4,-24,-42,-24
COc1ccc(-c2nnc(CSc3ncnc4sc5c(c34)CCC5)o2)cc1OC,-6,-3,17,-3
CC(=O)N(CC(=O)Nc1nn(-c2ccccc2)nc1C(N)=O)Cc1ccccc1,-12,-18,33,-18
COc1cccc(C(=O)NC2CCN(CC(=O)Nc3nccs3)CC2)c1,-7,-5,-10,-5
Nc1nc(CSc2ccccn2)nc(Nc2ccccc2)n1,9,13,15,13
CCSc1sccc1C1C(C#N)=C(N)N(c2cccnc2)C2=C1C(=O)CC(C)(C)C2 (stereo not drawn),-1,8,25,8
CSc1nc(N)c(C#N)c(-c2ccccc2Cl)c1C#N,-2,5,3,5
CCCOP(=O)(c1ccc(N(C)C)cc1)C(O)c1cccnc1 (stereo not drawn),0,14,-5,14
COc1ccc(NC(=O)Nc2ccc(N(C)C)cc2)cc1,30,-5,28,-5
CC1SC(c2ccccc2Cl)NC1=O (stereo not drawn),8,27,14,27
Cc1ccccc1NC1=C(Cl)C(=O)OC1OC(=O)c1ccco1 (stereo not drawn),18,9,24,9
CCN=C1SC(CC(=O)Nc2sc3c(c2C#N)CCCC3)C(=O)N1CC (stereo not drawn),-3,-34,-19,-34
COc1ccc(OC)c(NC(=O)CSc2ncccn2)c1,15,5,.,.
CCCNC(=O)c1ccc(OC)cc1OC,-6,-9,10,-9
CCOC(=O)c1ccc(N2C(=O)CC(C3CCCO3)C2=O)cc1 (stereo not drawn),10,7,20,7
CCn1c(=O)c(C(=O)NCCN2CCCCC2)c(O)c2ccccc21,2,-4,-11,-4
Nc1ccc2oc(-c3ccc4nc[nH]c4c3)nc2c1,-2,35,8,35
c1ccc2[nH]c(CN3CCOCC3)nc2c1,26,0,.,.
Cc1cc2oc(=O)cc(CN3CCOCC3)c2cc1C,-20,11,-25,11
O=C1OC(Nc2nc3ccccc3s2)c2ccccc21 (stereo not drawn),1,0,-5,.
Cc1ccc2nc3c(cc(C(N)=S)c(=N)n3CCCOC(C)C)c(=O)n2c1,-6,4,14,4
COC(=O)c1c(C(=O)OC)c(-c2ccccc2)n2c1CS(=O)C2 (stereo not drawn),-2,13,1,13
COc1cc(C(=O)OCC(=O)N2CCCC2)cc(OC)c1OC,6,11,16,11
# (continued)
SMILES,Yeast tox,Yeast tox inhibition %,Yeast eIF2B,Yeast eIF2B mutant toxicity
COc1ccc2[nH]c(=O)c(CN(Cc3ccco3)C(c3nnnn3Cc3ccccc3)C(C)C)cc2c1 (stereo not drawn),16,3,21,3
CCCCCn1nc(-c2ccccc2)c2nc3ccccc3nc21,15,-14,-26,-14
O=C(CC1Nc2ccccc2NC1=O)NCCc1ccccc1 (stereo not drawn),1,0,10,.
CC(C)(C)c1ccc(C(=O)C=[N+]=[N-])cc1,18,7,15,7
CN(c1cccc(Cl)c1)S(=O)(=O)c1cccc(C(=O)NC2=NCCS2)c1,-11,-10,-48,-10
O=C1CSC(c2ccncc2)N1Cc1ccco1 (stereo not drawn),-13,-7,-22,-7
CS(=O)(=O)NCCCNc1c(Cl)cccc1[N+](=O)[O-],8,8,.,.
Cc1cccc(C)c1NC(=O)CSc1nnnn1C,23,17,18,17
O=C(O)c1ccccc1S(=O)(=O)Cc1ccccc1,28,18,17,18
CC(=O)NCCC(=O)Nc1sc2c(c1-c1nc3ccccc3[nH]1)CCCC2,0,24,.,.
Cc1c(Cl)cccc1NC(=O)CCCN1C(=O)CCC1=O,16,17,.,.
CSCCC(NC(C)=O)C(=O)Oc1ccc2c3c(c(=O)oc2c1)CCCC3 (stereo not drawn),1,0,27,.
CC(NC(=O)c1ccco1)C1COc2ccccc2O1 (stereo not drawn),-5,11,19,11
Cc1ccc(Nc2nc3c([nH]2)c(=O)n(C)c(=O)n3C)cc1,19,-2,22,-2
CC(C)n1c(/N=C/c2c[nH]c3ccccc23)nc2ccccc21,10,0,-1,.
COc1ccccc1CN=Cc1[nH]c2ccc(Br)c(Cl)c2c1O,26,9,13,9
Cn1c(=O)n(CCc2ccccc2)c(=O)c2c1nc1n2CCCN1Cc1ccccc1,6,16,25,16
Cc1ccc(-c2nnc(SCC(=O)OC(C)C)n2N)cc1,15,9,.,.
COCCn1cc(C(=S)N2CCOCC2)c2ccccc21,5,22,20,22
O=C(NCCc1ccncc1)C(F)(F)F,-5,14,16,14
CCn1c2ccccc2c2cc(/C=N/n3cn[nH]c3=S)ccc21,-7,22,15,22
COc1ccc(/C=N/n2c(N)nc3ccccc32)cc1OC,15,-7,-1,-7
CCN1CC2=C(OC(N)=C(C#N)C2c2ccccc2)/C(=C\c2ccccc2)C1 (stereo not drawn),1,5,9,5
c1cncc(-c2noc(-c3cccc4ccccc34)n2)c1,15,-8,.,.
COc1ccc(-c2cc(-c3c(O)c(OC)c4occc4c3OC)[nH]n2)cc1,19,13,.,.
# (list continues)
SMILES,Yeast tox,Yeast tox inhibition %,Yeast eIF2B,Yeast eIF2B mutant toxicity
CCN(C(=O)c1cc(Cl)ccc1OC)c1ccccc1C,8,-14,-39,-14
c1ccc(CCn2nnnc2CN2CCN(C3CCCC3)CC2)cc1,.,.,-13,.
Cc1noc(NS(=O)(=O)c2ccc(NC(=O)CSc3nc4c(cc3C#N)CCCCC4)cc2)c1C,22,6,47,6
COc1ccc(NC(=O)C2CCCCN2S(=O)(=O)c2ccc(F)cc2)c(OC)c1 (stereo not drawn),8,0,22,.
CCCN1Cc2cccc(C(=O)NCc3ccccc3)c2C1=O,12,-9,20,-9
CC(=O)Nc1ccc2ccc3cccc4ccc1c2c34,-2,5,26,5
NC(=O)C1(N2CCCCC2)CCN(C(=O)CSc2nc3ccccc3s2)CC1,2,-10,.,.
Nc1cc2c([N+](=O)[O-])cccc2o1,-17,14,11,14
O=C(CCc1ccc(S(=O)(=O)NCCc2ccccc2)cc1)N1CCN(Cc2ccc3c(c2)OCO3)CC1,11,12,20,12
COc1ccc(OCCC(=O)NC2=NCCS2)cc1,17,-9,22,-9
CCOC(=O)C1CCN(C(=S)Nc2cc(OC)c(OC)cc2C(=O)OC)CC1,2,9,.,.
Cc1cc(-n2nc(C)cc2C)n2nc(C)c(-c3ccccc3)c2n1,-2,-29,-43,-29
CCC(C)n1c(SCC(=O)Nc2cc(C)on2)nc2ccccc2c1=O (stereo not drawn),14,-14,-28,-14
CC(C)(C)n1nnnc1C(c1cccnc1)N(Cc1ccccc1)Cc1ccco1 (stereo not drawn),-5,2,.,.
CC(C)(Oc1ccc(Cl)cc1)C(=O)OCC(=O)Nc1ncc(Cl)cc1Cl,-2,-17,25,-17
Cc1cc(C(F)F)n2ncc(C(=O)N3CCCCC3)c2n1,-13,-7,.,.
CCOc1ccccc1NC(=O)Cn1c(=O)c2ccccc2n(CC)c1=O,-12,-14,-14,-14
N#CC1=C(N)NC(SCc2ccc(Cl)cc2)=C(C#N)C12CCCCC2,6,-5,3,-5
COc1cccc2c1OC1(C)CC2NC(=O)N1 (stereo not drawn),9,13,.,.
Cc1cc(NC(=O)COC(=O)CSCc2ccc(Cl)c(Cl)c2)no1,17,14,22,14
CCOC(=O)c1snc2c(=O)[nH]cnc12,0,-5,-1,-5
CC(=O)Nc1cccc(N(C)S(C)(=O)=O)c1,19,7,.,.
Cc1ccc(C(C(=O)NC(C)(C)C)N(Cc2ccco2)C(=O)Cn2nnc(-c3cccs3)n2)cc1 (stereo not drawn),-3,0,8,.
Cc1cccc(-c2nc3c(c(SCC(N)=O)n2)CCCC3)c1,.,.,-18,.
COc1ccc(-c2csc(=Nc3c(C)n(C)n(-c4ccccc4)c3=O)n2C(C)(C)C)cc1,4,5,7,5
# More records
SMILES,Yeast tox,Yeast tox inhibition %,Yeast eIF2B,Yeast eIF2B mutant toxicity
COc1ccc(-n2c(O)c(Cc3ccccc3)c(=O)n3nc(-c4ccccc4)c(=O)cc23)cc1,-4,14,23,14
COc1ccc(N2CCN(C(=O)CN(Cc3ccccc3)S(C)(=O)=O)CC2)cc1,-6,3,15,3
CCN(CC)C(=O)Nc1ccc(C(=O)OC)cc1,23,18,28,18
COc1ccc(C2C(C#N)=C(N)Oc3cc4c(cc32)OCO4)cc1 (stereo not drawn),27,0,9,.
CCOC(=O)c1cnn2c(C)cc(-c3ccc(F)cc3)nc12,12,0,20,.
COc1ccc(Cl)cc1S(=O)(=O)n1nnc2ccccc21,24,30,19,30
Cc1nc2c(C(=O)NCc3ccco3)cnn2c(C)c1Cc1ccc(F)cc1Cl,-27,-19,41,-19
Cc1c(Cl)cccc1NC(=O)Cn1cccc1,7,-3,24,-3
Cn1c(=S)n(/N=C/c2ccc3c(c2)OCO3)c2ccccc21,-4,-46,-21,-46
O=C(CN1C(=O)C2CCCCN2C(=O)c2ccccc21)N1CCCc2ccccc21 (stereo not drawn),-2,7,-3,7
c1ccc(N=P(N2CCOCC2)(N2CCOCC2)N2CCOCC2)cc1,14,0,10,.
O=C(Nc1ccccc1)N1CCn2c(nc3ccccc32)C1,-3,-9,26,-9
Nc1nc(-c2ccc3c(c2)OCCO3)cs1,6,14,13,14
CCN(CC)S(=O)(=O)c1cccc(-c2nnc(C(=O)c3ccc(C(F)(F)F)cc3)o2)c1,-1,10,-6,10
COc1ccccc1NC(=O)Cn1cnc2c1c(=O)n(C)c(=O)n2C,13,0,23,.
O=c1[nH]c(-c2cccs2)nc2ccccc12,13,18,9,18
C=CCn1c(SCC(=O)c2cc(C)n(CC3CCCO3)c2C)nnc1-c1ccccc1 (stereo not drawn),-15,8,6,8
CCNc1nc(NC(C)C)nc(Oc2ccc(/C=N/O)cc2)n1,10,3,-23,3
CCOCCn1c(CN(Cc2ccccc2)Cc2ccccc2)nc2c1c(=O)[nH]c(=O)n2C,-3,-7,10,-7
O=C(c1ccccc1)N1CCCCC(S(=O)(=O)c2ccccc2)C1=O (stereo not drawn),31,0,-4,.
Cc1cc(NCCCN2CCOCC2)n2nc(C)c(-c3ccccc3)c2n1,9,15,-49,15
COC(=O)c1ccccc1NC(=O)NCC1CCCO1 (stereo not drawn),8,12,-90,12
COc1cccc(Nc2ncc(C(=O)O)c3ccccc23)c1,2,-23,17,-23
CC(C)n1cc(NC(=O)c2cc(-c3ccccc3)on2)cn1,14,12,.,.
Cc1ccc(S(=O)(=O)NCCSC(C)(C)C)cc1,-14,8,6,8
# (list continues)
SMILES,Yeast tox,Yeast tox inhibition %,Yeast eIF2B,Yeast eIF2B mutant toxicity
O=C(CSc1nnc(Nc2ccccc2F)s1)NCc1ccco1,-4,7,12,7
CCOC(=O)C1=C(CNCc2ccc(C)cc2)NC(=O)NC1c1ccc(OC)cc1 (stereo not drawn),-15,12,-6,12
CCOC(=O)c1c(C)[nH]c(C(=O)CN2C(=O)NC(C)(c3ccc(C)cc3)C2=O)c1C (stereo not drawn),-14,11,43,11
COc1ccc(OC2OC3COC(C)(C)OC3C(O)C2NC(C)=O)cc1 (stereo not drawn),1,2,24,2
O=C(c1cc2c(s1)CCCC2)n1cccn1,9,4,-14,4
CC(C)N=C(NC#N)SCC(=O)NC(C)(C)C,2,0,.,.
COc1cccc(C(=O)N2CCN(Cc3ccccc3C(F)(F)F)CC2)c1,29,-11,22,-11
O=C(O)CNS(=O)(=O)c1cc(Cl)c(Cl)cc1Cl,7,0,.,.

# An excerpt from above in order of formula weight, descending:
SMILES,Yeast tox,Yeast tox inhibition %,Yeast eIF2B,Yeast eIF2B mutant toxicity
COc1ccc(-c2csc(=Nc3c(C)n(C)n(-c4ccccc4)c3=O)n2C(C)(C)C)cc1,4,5,7,5
C=CCn1c(SCC(=O)c2cc(C)n(CC3CCCO3)c2C)nnc1-c1ccccc1 (stereo not drawn),-15,8,6,8
COc1ccccc1NC(=O)Cn1cnc2c1c(=O)n(C)c(=O)n2C,13,0,23,.
COC(=O)c1c(C(=O)OC)c(-c2ccccc2)n2c1CS(=O)C2 (stereo not drawn),-2,13,1,13
CCOC(=O)c1ccc(N2C(=O)CC(C3CCCO3)C2=O)cc1 (stereo not drawn),10,7,20,7
CC(=O)Nc1ccc2ccc3cccc4ccc1c2c34,-2,5,26,5
CCOC(=O)c1snc2c(=O)[nH]cnc12,0,-5,-1,-5
